# Kir21 inh – blocks the mouse Kir2.1 inward-rectifier potassium channel; P35561; HEK293-Kir2.1, FluxOR thallium flux fluorescence; active compounds read low; B-score at 10 µM; 0.85% of 310,000 active;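 active means fluorescence ratio B-score at or below minus 3 SD of library scores, with starting-brightness B-score within 2 SD, cut at about -4.2 in these data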;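 further: channel flux triggered by added potassium and thallium sulfate stimulus; B-score of peak minus minimum fluorescence over baseline after thallium stimulus; more negative B-score means stronger Kir2.1 block with less thallium influx; some compounds called inactive have numbers as strong as hits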
# Target sequence (P35561 whole entry, looked up): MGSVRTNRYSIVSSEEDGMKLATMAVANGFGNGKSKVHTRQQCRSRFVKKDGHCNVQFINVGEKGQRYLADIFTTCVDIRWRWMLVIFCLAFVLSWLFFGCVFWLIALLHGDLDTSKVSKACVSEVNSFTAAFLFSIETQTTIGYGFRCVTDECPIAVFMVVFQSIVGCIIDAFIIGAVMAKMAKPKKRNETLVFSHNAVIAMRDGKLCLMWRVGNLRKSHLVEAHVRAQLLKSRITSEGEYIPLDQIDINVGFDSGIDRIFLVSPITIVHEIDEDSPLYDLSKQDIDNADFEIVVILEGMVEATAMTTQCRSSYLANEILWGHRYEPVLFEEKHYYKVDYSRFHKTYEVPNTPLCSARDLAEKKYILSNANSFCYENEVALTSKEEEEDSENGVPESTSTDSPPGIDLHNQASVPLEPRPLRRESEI
# CHT block – inhibitors of human choline transporter CHT; 0.86% of 310,000 active; CHT-expressing cells, membrane potential dye, choline response; active compounds read low; B-score at 10 µM; AID 488975;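 active means B-score over 3 SD under the library average, and starting fluorescence ratio not unusually high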;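 further: choline stimulus applied at its EC90 after an EC20 pre-addition; B-score computed on integrated fluorescence ratio after choline addition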
# Target sequence (Q9GZV3 whole entry, looked up): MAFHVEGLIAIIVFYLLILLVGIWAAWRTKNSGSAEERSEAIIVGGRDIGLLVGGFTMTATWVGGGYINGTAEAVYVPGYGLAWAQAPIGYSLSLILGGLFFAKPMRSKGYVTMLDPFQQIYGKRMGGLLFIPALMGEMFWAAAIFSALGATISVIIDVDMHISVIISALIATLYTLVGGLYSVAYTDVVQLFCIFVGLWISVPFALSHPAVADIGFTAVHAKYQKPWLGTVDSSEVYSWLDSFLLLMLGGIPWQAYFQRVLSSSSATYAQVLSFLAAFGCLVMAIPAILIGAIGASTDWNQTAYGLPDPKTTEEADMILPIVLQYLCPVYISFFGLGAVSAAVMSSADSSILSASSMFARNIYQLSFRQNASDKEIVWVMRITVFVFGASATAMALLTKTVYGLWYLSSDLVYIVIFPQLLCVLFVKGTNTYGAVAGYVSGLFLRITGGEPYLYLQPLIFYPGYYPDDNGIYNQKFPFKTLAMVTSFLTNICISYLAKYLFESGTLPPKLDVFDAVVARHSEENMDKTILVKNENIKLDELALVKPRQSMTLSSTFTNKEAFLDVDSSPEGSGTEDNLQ
# * marks the source's active call; other numbers are inactive results; i = inactive; · = no result given.
SMILES,Kir21 inh,CHT block
Cc1cc(C)cc(N=C2NC(=O)/C(=C/c3cccs3)S2)c1,-1.23,i
CCOC(=O)c1ncn2c1[C@@H]1CCNC1C(=O)c1cc(OC)ccc1-2 (stereo not given in full),·,i
Cc1nn(CC(C)C)c(=S)[nH]c1=O,0.92,i
COc1cc(CN2CCN(S(=O)(=O)c3ccc(F)cc3)CC2)cc(OC)c1OC,0.62,i
CC(C)C(=O)Nc1cccc(C(=O)NCc2ccc3c(c2)OCO3)c1,1.31,i
O=c1cc(CN2CCN(Cc3ccccc3)CC2)c2cc(Cl)ccc2o1,3.48,·
Cc1ccc(NS(=O)(=O)N(C)C)cc1,0.09,i
CCN1CCN(Cc2ccc(NC(=O)c3ccc(C)c(NC(=O)c4cccc5[nH]ccc45)c3)cc2C(F)(F)F)CC1,0.85,i
O=C(Nc1ccccc1C(=O)NCc1ccc(Cl)cc1)c1ccco1,-0.03,i
CC(C)(C)c1ccc(-c2c(C(=O)O)c(C(=O)O)c3n2CSC3)cc1,0.29,i
CSCC(=O)N1CCCC(CNC(=O)c2ccc(-c3ccccc3)cc2)C1 (stereo not given),-1.65,i
CCc1c(C)c2ccc(OCC(N)=O)cc2oc1=O,-0.56,i
O=C(c1ccc(S(=O)(=O)Nc2ccccc2)cc1)N1CCCC(C(F)(F)F)C1 (stereo not given),1.77,i
CSc1ncc(Cl)c(C(=O)Nc2ccc(S(=O)(=O)Nc3nccc(C)n3)cc2)n1,1.42,i
O=C(COC(=O)c1ccc(NS(=O)(=O)c2ccc3c(c2)OCCO3)cc1)NC1CC1,0.34,i
COc1ccccc1CNC(=O)CSc1nnc2c(Cl)cc(C(F)(F)F)cn12,-0.06,i
CCCCCOc1ccc(C(=O)NC(C(=O)O)C(C)C)cc1 (stereo not given),-1.01,i
CCOC(=O)c1ccc(Cn2cnc3ccccc3c2=O)cc1,0.14,i
Cc1ccc(CNS(=O)(=O)/C=C/c2ccc3c(c2)OCO3)cc1,0.78,i
CN(C)c1ccc(CN2CCC(C(N)=O)CC2)cc1,1.01,i
COc1ccc(-c2cc(C(F)(F)F)n3nc(C(=O)N4CCN(C(=O)c5ccco5)CC4)cc3n2)cc1,-0.01,i
O=C(CC(CC(=O)c1ccc(Cl)cc1)c1ccccc1C(=O)O)c1ccc(Cl)cc1,-0.89,-5.83*
Cc1nnc(NC(=O)C2CCN(S(=O)(=O)c3ccc(Cl)cc3)CC2)s1,0.68,i
Cc1cc(N2CCN(c3ccc(F)cc3)CC2)n2ncnc2n1,-0.12,i
Cc1cccc(NC(=S)c2nc3ccccc3s2)c1,-1.99,i
# Additional entries
SMILES,Kir21 inh,CHT block
CCNC(=O)O/N=C(\C)c1sc(-c2ccc(Cl)cc2)nc1C,-2.41,i
Cc1ccc(-c2nnn(CC(=O)N(CC(=O)NC3CCCC3)c3cnc4ccccc4c3)n2)o1,-0.95,i
Cc1cccc(NC(=S)N2CCCN(c3ncccc3[N+](=O)[O-])CC2)c1,-2.06,i
CC(C)(C)c1ccc(OCCC(=O)OCC(=O)Nc2ccc(N3CCOCC3)cc2)cc1,0.71,i
O=C(CCNC(=O)c1ccc([N+](=O)[O-])cc1)N/N=C/c1ccc(F)cc1,-1.5,i
CN(C)/C=N/c1ncc(C(=O)c2ccc(Cl)cc2)s1,-0.09,i
O=C(/C=C/c1ccco1)NC(=S)Nc1nc(-c2ccc(Cl)cc2)cs1,0.45,i
Cc1cc(C)c2nc(SCC(=O)Nc3ccc(S(=O)(=O)N4CCCC4)cc3)c(C)cc2c1,1.09,i
CC(C)C(=O)NCCc1c[nH]c2ccccc12,-0.16,i
O=C(CCOc1ccccc1)OCC(=O)c1cc2ccccc2o1,0.43,i
CCOC(=O)c1c(N=CN(C)C)c(C#N)c2n1CCCC2,-1.67,i
COc1ccc(NC(=O)CC2C(=O)N(C)C(=S)N2Cc2ccc3c(c2)OCO3)cc1 (stereo not given),-1.68,i
CCCNC(=O)Cn1c(=O)n(C)c2ccccc21,-1.44,i
Fc1ccc(NC(=S)Nc2cccnc2)c(F)c1F,1.64,i
CC(C)c1csc(CN2CCC(n3nccc3NC(=O)Cc3ccccc3)CC2)n1,1.11,i
CCC1Oc2ccc(C)cc2N(CC(=O)NCCCN2CCCC2)C1=O (stereo not given),0.47,i
COc1ccc(C(=O)COc2ccc3c(C)cc(=O)oc3c2)cc1,-0.56,i
O=C(COC(=O)CNS(=O)(=O)c1c(Cl)cccc1Cl)Nc1cccnc1Cl,0,i
Cc1ccnc(NS(=O)(=O)c2ccc(NC(=O)c3ccc4c(c3)OCCO4)cc2)n1,0.33,i
COCc1cc(=O)[nH]c(Nc2nc(C)c3cc(OC)ccc3n2)n1,0.84,i
O=C1N=C(C=c2ccc(=Cc3[nH]c(=O)[nH]c3O)cc2)C(=O)N1,0.33,i
CC(=O)N1CCN(c2ccc([N+](=O)[O-])cc2)CC1,1.37,i
CCOc1ccc(S(=O)(=O)N(CC)CC)cc1NC(=O)CSCc1c(C)noc1C,0.19,i
O=C1CCC([N+](=O)[O-])C(c2cc(Br)ccc2F)N1 (stereo not given),-0.04,i
O=C(Cn1cnc(S(=O)(=O)N2CCCCC2)c1)NCc1ccco1,1.09,i
# Next records:
SMILES,Kir21 inh,CHT block
Cc1ccc(-c2nnc(COc3cccc(-n4cnnn4)c3)o2)cc1,-2.2,i
CN1CCN(CC(=O)C23CC4CC(CC(C4)C2)C3)CC1,-0.49,i
OCCOCCn1c(C2CCCN2c2nc(-c3ccc(F)cc3)cs2)nc2cc(Cl)c(Cl)cc21 (stereo not given),-0.53,i
COc1ccc(C)cc1NS(=O)(=O)c1ccc(-c2cnc(C3CC3)o2)cc1,1.22,i
CS(=O)(=O)N1c2cccc3cccc(c23)S1(=O)=O,-0.59,i
CC(=O)N1CCCc2cc(S(=O)(=O)N3CCCC(C(=O)N4CCN(c5ccccc5)CC4)C3)ccc21 (stereo not given),-0.21,i
O=C(CCN1C(=O)c2ccccc2C1=O)NCc1cccc(Cl)c1,-1.23,i
CCOC(=O)/C(N=Nc1c(C)n(C)n(-c2ccccc2)c1=O)=C(\C)O,2.26,i
O=C1c2ccccc2S(=O)(=O)c2cc(N3CCC(C(=O)N4CCCCC4)CC3)ccc21,-0.21,i
O=C(O)c1ccc(COc2ccccc2/C=C2\NC(=O)N(Cc3ccc(F)cc3)C2=O)cc1,-0.67,i
COc1cccc(-c2nnc3sc(-c4ccco4)nn23)c1,-0.63,i
C=CCn1c(SCC(C)=O)nnc1-c1cc(-c2ccccc2)sc1N,1.52,i
C/C(Cl)=C\C[N+](C)(C)CC(=O)OCCc1ccccc1,0.25,i
Cc1csc2c(N3CCC(C(=O)O)CC3)ncnc12,1.5,i
CS(=O)(=O)Nc1ccc(S(=O)(=O)N2CCOCC2)cc1,0.38,i
Cc1cc(C)n(NC(=S)NC2CCCC2)c(=O)c1C#N,-0.26,i
C/C=C(/C)C(=O)Nc1cccc(C2=NOC3(C2)C[C@@H](C(N)=O)N(C(=O)/C=C/CC)C3)c1 (stereo not given in full),0.25,i
COc1ccc(CNC(=O)C(OC(=O)c2cccs2)C(C)C)cc1 (stereo not given),0,i
CN(C)S(=O)(=O)N1CCN(c2ccnc3cc(Cl)ccc23)CC1,0.01,i
COC(=O)c1ccccc1NS(=O)(=O)c1c(C)noc1C,-3.14,i
Cc1c(Cl)cccc1NC(=S)N1CCN(Cc2ccccc2)CC1,1.83,i
COc1cccc(NC(=O)CN2CCSc3ccccc32)c1,1.9,i
Cc1ccc(NC(=O)CN2CCN(C)CC2)cc1S(=O)(=O)N1CCOCC1,0.08,i
CCc1nnc(NC(=O)c2ccc(-c3cccc(C(F)(F)F)c3)o2)s1,0.77,i
Cc1ccc(S(=O)(=O)NCC(=O)N2CCCC2C(=O)O)cc1 (stereo not given),0.19,i

# CHT block, what is marked active above
SMILES,Kir21 inh,CHT block
O=C(CC(CC(=O)c1ccc(Cl)cc1)c1ccccc1C(=O)O)c1ccc(Cl)cc1,-0.89,-5.83*

# Further compounds follow:
SMILES,Kir21 inh,CHT block
C1CNCCNCCCNCCNC1,1.21,i
Cc1cc(NC(=O)CCN2CCN(C)CC2)ccc1Br,-0.14,i
CCOC(=O)c1sc(NC(=O)c2ccc(CC)s2)nc1C,-1.17,i
Cc1sc(N/N=C/c2cc([N+](=O)[O-])ccc2O)nc1-c1ccccc1,0.03,i
Cc1ccc(C2C(C#N)=C(N)Oc3nc(-c4ccccc4)[nH]c32)o1 (stereo not given),0.77,i
COc1cccc(C(=O)C2=NN(C(C)=O)CC2c2ccco2)c1 (stereo not given),0.05,i
CCc1nnc(SCC(=O)Nc2ccc(NC(C)=O)cc2)n1-n1cccc1,2.18,i
Cc1ccc(S(=O)(=O)N2CCN(C(=O)c3ccc4c(c3)OCO4)CC2)cc1,1.08,i
COc1cc2c(cc1OC)C(c1ccccc1Cl)N(C)CC2 (stereo not given),-0.62,i
CC1CCc2c(C(=O)Nc3ccccn3)csc2C1 (stereo not given),1.47,i
Cn1c(-c2ccccc2)cnc1SCc1nc2ccccc2c(=O)[nH]1,0.49,-5.32*
COc1ccc(CNC(=O)Cc2cccs2)cc1OC,0.76,i
Cc1ccnc(NS(=O)(=O)c2ccc(NC(=O)c3ccc(Cl)cc3[N+](=O)[O-])cc2)n1,0.05,-5.46*
CCOc1ccccc1-n1c(CNc2ccc(F)cc2)nnc1SCC(=O)NCc1ccco1,-1.85,i
CC1(C)CC(=O)C2=C(C1)Nc1ccccc1NC2c1cccc(F)c1 (stereo not given),-1.08,i
O=C(CSc1nc(O)cc(=O)n1-c1ccccc1)NCc1ccccc1,-0.67,i
CC(=O)Nc1ccc(NC(=O)COC(=O)c2cc(S(=O)(=O)N(C)C)ccc2N2CCCC2)cc1,1.9,i
COCC(C)NC(=O)C1CC(c2cccc(Br)c2)=NO1 (stereo not given),-0.17,i
COc1ccc(C(=O)N2CCCC(CCC(=O)NCc3ccccc3F)C2)c(OC)n1 (stereo not given),-0.51,i
COc1ccc(N2CCN(C(CNC(=O)C(=O)NCC(OC)OC)c3ccco3)CC2)cc1 (stereo not given),0.86,i
CCCCN1C(C(=O)Nc2ncccn2)=C(O)c2ccccc2S1(=O)=O,0.87,i
Cc1ccc(CN(c2ccc(C(=O)NCc3ccc4c(c3)OCO4)cc2)S(C)(=O)=O)cc1,0.01,i
COc1ccc(CNC(=O)COC(=O)/C=C/c2cccc(Br)c2)cc1,0.54,i
COCC(=O)OCC(=O)Nc1ccccc1-c1ccccc1,0.35,i
CCc1[nH]nc2c1C(c1ccsc1)C(C#N)=C(N)O2 (stereo not given),1.07,i

# Complete entries, looked up by structure. Order of values: Kir21 inh, CHT block
# Results for `COCC(=O)OCC(=O)Nc1ccccc1-c1ccccc1` → 0.35, i
# Results for `Cc1ccc(S(=O)(=O)N2CCN(C(=O)c3ccc4c(c3)OCO4)CC2)cc1` → 1.08, i

# Laid out differently: entries from further up
COc1cccc(C(=O)C2=NN(C(C)=O)CC2c2ccco2)c1 (stereo not given)
  Kir21 inh: 0.05	CHT block: i

CCc1nnc(SCC(=O)Nc2ccc(NC(C)=O)cc2)n1-n1cccc1
  Kir21 inh: 2.18	CHT block: i

Cc1ccc(S(=O)(=O)N2CCN(C(=O)c3ccc4c(c3)OCO4)CC2)cc1
  Kir21 inh: 1.08	CHT block: i

COc1cc2c(cc1OC)C(c1ccccc1Cl)N(C)CC2 (stereo not given)
  Kir21 inh: -0.62	CHT block: i

# Further structures
SMILES,Kir21 inh,CHT block
Cc1cc([N+](=O)[O-])nn1CC(=O)N1N=C(C(F)F)CC1(O)C(F)F (stereo not given),0.55,i
CCC(C)COC(=O)C(C#N)c1nc2ccccc2nc1N1CCCCC1 (stereo not given),0.75,i
Cc1cc(C)n(-c2nc(-n3nc(C)cc3C)c3c4c(sc3n2)COC(C)(C)C4)n1,-1,i
Cc1nc(C/C(=N\Nc2ccccc2)c2ccc(O)cc2O)cs1,0.47,i
Cc1cccc(NC(=O)NCC(F)(F)F)n1,1.45,i
N#C/C(=N/O)c1nc(-c2ccc(F)cc2)cs1,-1.68,i
COc1ccc2nc(SCC(=O)NC3(C#N)CCCCC3)[nH]c2c1,-0.11,i
COc1ccc(C(=O)Nc2cc(C(C)=O)c(C)oc2=O)cc1,0.02,i
CCCC(=O)N1CCN(c2nnc(-c3ccccc3)c3ccccc23)CC1,2.97,i
COc1ccc(C(=O)Nc2ccccc2C(=O)O)cc1NC(=O)C(c1ccccc1)c1ccccc1,1.74,i
Cc1cc(CNC(=O)Cc2ccccc2)c2ccccc2n1,-0.22,i
O=C(OCC(=O)N1CCOCC1)c1cccc(S(=O)(=O)N2CCCc3ccccc32)c1,1.09,i
Cc1ccc(-n2ncc3c(NCc4ccc5c(c4)OCO5)ncnc32)c(C)c1,0.75,i
O=C(NCCCN1CCOCC1)c1cc2ccccc2oc1=O,1.22,i
O=C(Nc1ccc(N2CCCC2)c(S(=O)(=O)Nc2cccc(C(F)(F)F)c2)c1)c1cccs1,-0.26,i
Clc1ccc2c(N3CCOCC3)ccnc2c1,-0.99,i
COc1ccc(-c2csc(Nc3ncccc3C)n2)cc1,0.2,i
Cc1nc2ccc(C(=O)N/N=C/c3ccc(O)cc3)cc2[nH]1,1.34,i
Cc1cc(S(=O)(=O)Nc2ccc3c(c2)COC3=O)ccc1F,0.12,i
CCOC(=O)c1ccc(NC(=S)N(CCCN2CCCC(C)C2)Cc2cccs2)cc1 (stereo not given),-0.28,i
Cc1nnc(SCC2=C(C(=O)O)N3C(=O)C(NC(=O)Cn4nc(C)c(Cl)c4C)C3SC2)s1 (stereo not given),-0.63,i
CC(C)NCc1nnc(-c2ccccc2Cl)o1,0.25,i

# In another format: two of the compounds above.
N#C/C(=N/O)c1nc(-c2ccc(F)cc2)cs1
  Kir21 inh = -1.68; CHT block = i
O=C(COC(=O)CNS(=O)(=O)c1c(Cl)cccc1Cl)Nc1cccnc1Cl
  Kir21 inh = 0; CHT block = i

# Assay outcomes: PubChem BioAssay, Johns Hopkins Ion Channel Center
